BAZ2B block – qHTS Assay for Inhibitors of BAZ2B. 360,000 tested, 4.4% active. AID 504333, 2011. Bromodomain adjacent to zinc finger domain protein 2B (Homo sapiens), Q9UIF8. AlphaScreen BAZ2B-H3K14Ac peptide displacement. Potency, µM (doses to about 114 µM), for the others: at the highest dose activity change, negative = inhibition, hits mostly inhibitors; note: potency is the fitted concentration of half-maximal effect; % is set by controls: 0 for no effect and ±100 for the full control effect; nearly all actives have a fitted effect of over 60% in size
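Multi-concentration screen (max 110 uM) measuring displacement of acetylated histone H3 peptide from BAZ2B by AlphaScreen, using 50 nM protein, 50 nM peptide and 10 ug/mL streptavidin donor plus Ni-chelate acceptor beads.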
G9a inh – qHTS Assay for Inhibitors of Histone Lysine Methyltransferase G9a; AID 504332, 2011; G9a H3K9 monomethylation, AlphaScreen, 2 h; Potency, µM (titrated, usually from 102 µM), inactives show at the top dose activity, negative = inhibition, hits mostly inhibitors; 350,000 tested, 8.8% active; Histone-lysine N-methyltransferase EHMT2 (Homo sapiens), Q96KQ7; note: potency is the fitted concentration of half-maximal effect; % is set by controls: 0 for no effect and ±100 for the full control effect; nearly all actives have a fitted effect of over 75% in size
Target sequence (Q96KQ7 913-1193 limits assumed): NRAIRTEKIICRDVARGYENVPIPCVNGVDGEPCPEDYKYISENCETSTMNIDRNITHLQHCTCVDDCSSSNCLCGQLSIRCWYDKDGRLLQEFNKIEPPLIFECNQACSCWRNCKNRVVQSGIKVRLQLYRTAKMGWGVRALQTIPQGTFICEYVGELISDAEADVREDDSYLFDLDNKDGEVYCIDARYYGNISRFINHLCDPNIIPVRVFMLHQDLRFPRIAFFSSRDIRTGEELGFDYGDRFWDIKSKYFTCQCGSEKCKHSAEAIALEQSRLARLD
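Signal arises when biotinylated H3K9 peptide, once monomethylated, bridges streptavidin donor and antibody-captured acceptor beads. Enzyme at 20 nM was preincubated 15 min with test compounds; peptide 500 nM and SAM 20 uM then reacted for 2 h.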
ERG Ets-DNA blk – qHTS for Small Molecule Inhibitors of the ERG Ets/DNA interaction; Transcriptional regulator ERG (Homo sapiens), P11308; fluorescence polarization, His-ERG Ets domain / labelled DNA; Potency, µM (series often up to 76.9 µM), for inactives: at the top dose FP activity, negative = inhibition, most hits filed as inhibitors; 370,000 tested, 0.028% active; AID 624246, 2012; active = well fitted inhibition curve with a large enough effect in the polarisation, with a control signal flat; inconclusive = small, poorly fitted or top-dose-only effect, or effect the other way, or a change in a side signal; inactive = no such curve, though single readings can be large or run the other way; the % refers to the polarisation;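 note: polarization taken with two DNA probes labelled with fluorescein and Texas red; potency is the fitted concentration of half-maximal effect; % of control where 0% means no effect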
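His-tagged ERG Ets domain (1 uM in the protein solution; 300mM KCl, 50mM Tris-HCl, 1mM EDTA, 1mM DTT, pH 7.5) received compound, then a probe mix of 5 nM fluorescein-DNA and 100nM Texas-615-DNA. Fluorescence polarization was read for both dyes.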
PI4K2A block – qHTS for small molecular inhibitors of PI4K2A | activity change, negative = inhibition, % at 76.9 µM | 420,000 tested, 0.13% active | AID 1346378, 2018 | Phosphatidylinositol 4-kinase type 2-alpha (Homo sapiens), Q9BTU6 | purified PI4K2A, ADP-Glo luminescence, 1 h; hits give low values; in the data active = activity change below about -50%; inconclusive = mostly about -30% to -49%;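 note: -100% = wells without enzyme as full effect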
Target sequence (Q9BTU6 whole entry, looked up): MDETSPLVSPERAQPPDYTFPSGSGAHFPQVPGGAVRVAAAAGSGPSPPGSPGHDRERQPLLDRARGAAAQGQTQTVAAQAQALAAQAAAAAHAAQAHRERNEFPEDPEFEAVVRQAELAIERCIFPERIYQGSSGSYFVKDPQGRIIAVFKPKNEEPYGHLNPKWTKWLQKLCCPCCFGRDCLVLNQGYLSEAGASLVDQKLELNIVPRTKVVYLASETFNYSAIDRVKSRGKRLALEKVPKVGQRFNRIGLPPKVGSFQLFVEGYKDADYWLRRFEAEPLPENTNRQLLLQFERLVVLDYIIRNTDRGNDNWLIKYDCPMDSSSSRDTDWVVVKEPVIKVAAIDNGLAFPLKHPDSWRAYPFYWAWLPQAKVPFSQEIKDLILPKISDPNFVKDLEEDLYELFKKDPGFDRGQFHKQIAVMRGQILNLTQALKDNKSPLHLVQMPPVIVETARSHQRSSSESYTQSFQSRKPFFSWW
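ADP-Glo luminescence measured ADP generated by PI4K2A enzyme (4 ug/mL before mixing) with 1.2 mM PI substrate (pre-mix) and 300 microM ATP (pre-mix). Tris pH7.5 buffer with MgCl2, Triton X-100; 1 h reaction at ambient temperature.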
JMJD2A Tudor – qHTS Assay for Inhibitors of JMJD2A-Tudor Domain; AlphaScreen JMJD2A-Tudor / H3K4me3 peptide binding; Lysine-specific demethylase 4A (Homo sapiens), O75164; 390,000 tested, 4.4% active; Potency, µM (series often up to 114 µM), inactives show top-dose activity change, negative = inhibition, actives largely listed as inhibitors; note: potency is the fitted concentration of half-maximal effect; % is set by controls: 0 for no effect and ±100 for the full control effect; nearly all actives have a fitted effect of over 50% in size
GLS inhibitor – qHTS for Inhibitors of Glutaminase (GLS); Glutaminase kidney isoform, mitochondrial (Homo sapiens), O94925; GLS enzymatic activity, qHTS titration; Potency, µM (highest dose often 45.5 µM), for inactives: at the highest dose activity change, negative = inhibition, actives largely listed as inhibitors; 410,000 tested, 0.21% active; AID 624170, 2012; note: potency is the fitted concentration of half-maximal effect; % is set by controls: 0 for no effect and ±100 for the full control effect
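hKGA in 45 mM KH2PO4 (pH 8.2), 0.02% Tween-20 with compound, then 1mM L-Glutamine (stock as added) plus glutamate oxidase/HRP/Amplex red coupling mix. Fluorescence read initially and after 30 min at RT; signal change reflects glutamate formation.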
HP1b chromo inh – HTS for Inhibitors of HP1-beta Chromodomain Interactions with Methylated Histone Tails | Chromobox protein homolog 1 (Homo sapiens), P83916 | AlphaScreen HP1-beta / biotin-H3K9me3 peptide binding | Potency, µM (doses to about 114 µM), for the others: at the top dose activity change, negative = inhibition, usual class: inhibitors | 390,000 tested, 0.56% active | AID 540317, 2011; note: potency is the fitted concentration of half-maximal effect; nearly all actives have a fitted effect of over 70% in size; inactives centre near 23
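HP1-beta protein (50 nM final) preincubated 30 min at room temperature with biotinylated H3(1-18)K9me3 peptide (50 nM) in PBS pH 7.4, 0.01% Tween-20, then compound added for 30 min. AlphaScreen streptavidin donor/nickel chelate acceptor beads (10 ug/mL final), 30 min dark, luminescence read.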
ALOX12 inh – Primary qHTS assay for inhibitors of human arachidonate 12S-lipoxygenase (ALOX12): Round 2; 580,000 tested, 1.1% active; Polyunsaturated fatty acid lipoxygenase ALOX12 (Homo sapiens), P18054; Potency, µM (highest dose often 108 µM), inactives show at the highest dose activity change, negative = inhibition, most hits filed as inhibitors; purified 12hLO, xylenol orange hydroperoxide absorbance; note: potency is the fitted concentration of half-maximal effect; % is set by controls: 0 for no effect and ±100 for the full control effect
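Purified human 12hLO (150 nM final) in 25 mM Hepes, 0.01% Triton X-100, pH 7.0 was preincubated 15 min at room temperature with compound. Then 40 uM arachidonic acid was added, 30 min. Hydroperoxide was read by Fe-XO absorbance ratio 573/405 nm.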
RGS4 inhibitor – Inhibitors of Regulator of G Protein Signaling (RGS) 4: qHTS; Potency, µM (titrated, usually from 114 µM), for the others: at the top dose activity change, negative = inhibition, usual class: inhibitors; Regulator of G-protein signaling 4 (Homo sapiens), P49798; 390,000 tested, 0.039% active; Transcreener GDP fluorescence polarization, RGS4-accelerated GTP hydrolysis; note: potency is the fitted concentration of half-maximal effect; % is set by controls: 0 for no effect and ±100 for the full control effect; nearly all actives have a fitted effect of over 75% in size; some results filed as inactive show a strong effect at the top dose
Target sequence (P49798 whole entry, looked up): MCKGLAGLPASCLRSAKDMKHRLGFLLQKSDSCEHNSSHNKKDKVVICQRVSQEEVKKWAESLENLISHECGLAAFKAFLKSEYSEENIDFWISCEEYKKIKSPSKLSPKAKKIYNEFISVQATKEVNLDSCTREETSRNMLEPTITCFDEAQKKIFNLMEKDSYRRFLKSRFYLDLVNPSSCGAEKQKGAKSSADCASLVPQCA
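MLSMR compounds (23 nl, pin-transferred) preincubated 10 min at room temperature with a 500nM (2x) first reagent, then RGS4 at 900nM (2x) plus Transcreener GDP mix added; fluorescence polarization (620/688 nm) read before and after 90 min at 30 °C.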
Starred values were filed as active, the others as inactive; ? = inconclusive; / = no result given; & = joins results of further samples; ! = not confirmed by another sample; [ ] = dose if it differs, or a comment. Unless noted, calls come from the whole dose curve; as a rule, active = well fitted curve in the direction sought with a large enough effect; inconclusive = small, poorly fitted or top-dose-only effect, or another doubt; inactive = no such curve, though single readings can be large; an effect the other way counts as inactive or inconclusive.

SMILES	BAZ2B block	G9a inh	ERG Ets-DNA blk	PI4K2A block	JMJD2A Tudor	GLS inhibitor	HP1b chromo inh	ALOX12 inh	RGS4 inhibitor
CCn1c(=O)n(CC(=O)Nc2cccc(OC)c2)c(=O)c2ccccc21	3%	-9%[59 µM]	-1%	-4	7%	-4%	30%	0%	21%
O=C(O)CCCC(=O)N1N=C(c2c(-c3ccccc3)c3cc(Cl)ccc3[nH]c2=O)CC1c1cccs1 (stereo not drawn)	1%	9%[59 µM]	1%	0	-17%	4%	21%	-10%	17%
Cc1ccc(C)c(S(=O)(=O)Nc2ccc(O)c(C(=O)O)c2)c1	/	?	2%	-14	-31%[57.1 µM]	19%	?	?	?
C/C(=N\NC(=O)COc1ccc(C)cc1C(C)C)c1cc2ccccc2o1	-6%	41%[59 µM]	-12%	-3	-19%	-2%	26%	4%	2%
O=C(CN1C(=O)NC(Cc2c[nH]c3ccccc23)C1=O)NC1CCCCC1 (stereo not drawn)	7%	15%[12.7 µM]	-3%	-3	1%	7%	28%	140%[activator]	-5%
O=C(NCC1(N2CCCCC2)CCCCC1)c1ccc(NS(=O)(=O)c2ccc(F)cc2)cc1	2%	?	-8%	3	-16%	-4%	39%	-25%	-6%
COc1ccccc1C1C=C(c2ccc(Cl)cc2)Nc2nc(N3C(=O)CCC3=O)nn21 (stereo not drawn)	/	?	7%	1	45µM*	1%	17%	-5%	-27%
O=C(NCCN1CCOCC1)N1c2ccccc2Sc2ccccc21	10%	23%	-2%	7	-18%	33%[activator]	28%	0%	-23%
CCc1cc(/C(Cc2ccccn2)=N\O)c(O)cc1O	?	25%[59 µM]	-1%	-1	-21%	25%	22%	24%	10%
Cc1cccc(Oc2sc(C(=O)c3ccccc3)c(N)c2C#N)c1C	-31%	-12%	-6%	-3	?	-11%	9%	-31%	8%
Oc1ccccc1-c1cc(-c2ccccc2Cl)[nH]n1	5%	20%[59 µM]	1%	0	-17%	22%	21%	?	15%
COc1ccc(N2CCN(S(=O)(=O)CCNC(=O)c3cccs3)CC2)cc1	-7%	?	13%	0	-6%	23%	10%	-17%	-2%
O=C(Nc1ccc(F)c(F)c1)c1cc(S(=O)(=O)N2CCc3ccccc32)ccc1F	-1%	-3%[59 µM]	4%	5	-13%	-11%	-16%	?	9%
CN(C)CCCNC(NC(=O)/C=C/c1ccccc1)C(Cl)(Cl)Cl (stereo not drawn)	-8%	1%	-24%[15.4 µM]	0	-9%	0%	17%	0%	-7%
CC1=CC(C)(C)NC(=S)N1c1ccc(N(C)C)cc1	/	/	-2%	2	-30%	20%	-1%[57 µM]	-11%	-14%
CN(c1ccccc1)S(=O)(=O)c1cccc(NC(=O)CSc2n[nH]c(N)n2)c1	-13%	-22%	5%	6	-7%	6%	15%	8%	-38%
CCN(c1ccccc1)S(=O)(=O)c1ccc(C(=O)Nc2nnc(-c3ccco3)o2)cc1	/	50µM*	4%	-7	-21%	6%	34%	-14%	15%
O=C(Nc1nnc(C2CC2)s1)c1cncc(Br)c1	/	/	0%	5	-20%	4%	14%	-3%	13%
CN(C(=O)COC(=O)c1ccc(Br)c([N+](=O)[O-])c1)c1c(N)n(Cc2ccccc2)c(=O)[nH]c1=O	2%	16%[2.33 µM]	-2%	-1	-4%	-4%	21%	2%	-34%
C=C(C)C1CC=C(C)/C(=N/NC(=O)c2ccc(NC(=O)CCC)cc2)C1 (stereo not drawn)	8%	12%[12.7 µM]	-6%	6	4%	7%	18%	-10%	34%
O=C(CSc1nc2[nH]ncc2c(=O)[nH]1)NCCc1ccccc1	/	-30%	-13%	-3	5%	-1%	31%	1%	6%
O=S(=O)(c1ccccc1)N1CCN(Cc2ccccc2)c2ccccc21	/	/	-3%	0	-5%	8%	22%	-14%	-46%
Cc1ccc(CN(N=Nc2nonc2N)c2nonc2N)c(C)c1	/	/	0%	2	?	0%	-38%	-26%	18%
CC(=O)c1cc(-c2ccccc2)n(CCC(=O)NC2CCCCC2)c1C	50µM*!	5%[59 µM]	-7%&1%	0&-2	-15%	-8%&0%	25%&30%	-16%&11%	-7%&-11%
Cc1ccc2nc(NCc3ccc(F)cc3)c3nncn3c2c1	-4%&-1%	7%	-10%&8%	6&-2	-18%&-9%	2%&0%	47%&24%[activator]	0%&2%	-1%&-11%

The closing 5 records of the part before come first, to join the parts.
SMILES	BAZ2B block	G9a inh	ERG Ets-DNA blk	PI4K2A block	JMJD2A Tudor	GLS inhibitor	HP1b chromo inh	ALOX12 inh	RGS4 inhibitor
O=C(CSc1nc2[nH]ncc2c(=O)[nH]1)NCCc1ccccc1	/	-30%	-13%	-3	5%	-1%	31%	1%	6%
O=S(=O)(c1ccccc1)N1CCN(Cc2ccccc2)c2ccccc21	/	/	-3%	0	-5%	8%	22%	-14%	-46%
Cc1ccc(CN(N=Nc2nonc2N)c2nonc2N)c(C)c1	/	/	0%	2	?	0%	-38%	-26%	18%
CC(=O)c1cc(-c2ccccc2)n(CCC(=O)NC2CCCCC2)c1C	50µM*!	5%[59 µM]	-7%&1%	0&-2	-15%	-8%&0%	25%&30%	-16%&11%	-7%&-11%
Cc1ccc2nc(NCc3ccc(F)cc3)c3nncn3c2c1	-4%&-1%	7%	-10%&8%	6&-2	-18%&-9%	2%&0%	47%&24%[activator]	0%&2%	-1%&-11%
COc1ccc(C2(C(=O)NCCc3ccccc3)CCCC2)cc1	15%	100%[activator]	-2%	-1	30%	-3%	50%[activator]	5%	2%
CCOc1ccc(CCNS(=O)(=O)c2cnc[nH]2)cc1OCC	4%	-47%[12.7 µM]	-8%	0	-14%[11.4 µM]	4%	-4%	4%	1%[11.4 µM]
O=C(Nc1cc(C(=O)N2CCN(c3ccccc3O)CC2)ccc1Cl)c1cccs1	1%	7%[0.501 µM]	-2%	1	-19%	19%	3%	-4%	19%
Cc1ccccc1C(=O)N1CCC(C(=O)OCc2ccccn2)CC1	/	/	-13%	7	-5%	1%	19%	-13%	-8%
Oc1ccccc1-c1nc(N2CCN(Cc3ccccc3)CC2)c2ccccc2n1	/	-6%[59 µM]	0%	8	-17%	-3%	15%	-9%	3%
NC(=O)CSc1oc(-c2cccs2)nc1S(=O)(=O)c1ccccc1	10%	?	3%	-3	?	6%	8%	?	-8%
COc1cccc(N2CCN(c3ccc4nnc(CCC(=O)Nc5ccc(F)cc5F)n4n3)CC2)c1	-24%	17%	3%	2	?	21%	2%	1%	12%[11.4 µM]
CC(OC(=O)c1ccc(Cl)nc1)C(=O)NC1(C#N)CCCCC1 (stereo not drawn)	28%	?	2%	-3	-5%	0%	23%	-5%	18%
CN1C(=O)Cc2cc(S(=O)(=O)CCC(=O)Nc3ccccc3)ccc21	0%	1%[59 µM]	14%	-2	4%	0%	37%	-19%	-11%
CCCn1c(SCC(=O)Nc2cc(S(=O)(=O)N3CCOCC3)ccc2OC)n[nH]c1=O	-24%	3.2µM*	/	4	-6%	-13%	-6%	-6%	-48%
Cc1ccc(C)c(S(=O)(=O)N2CCN(C(=O)C3CC3C)CC2)c1 (stereo not drawn)	12%	2%	-9%	2	-7%	18%	28%	-5%	19%
O=[N+]([O-])c1ccc(C2=NN(c3ccccc3)C(c3ccco3)C2)cc1 (stereo not drawn)	-33%	?	18%	-1	?	-15%	?	-62%	-15%
CC(C)CCN1CCN(Cc2ccc(C#CC(C)(C)O)s2)CC1CCO (stereo not drawn)	-16%	-8%	-10%	4	-3%	0%	25%	1%	-3%
COc1ccc(CCNC(=O)CNC(=O)Cn2cnc3sc(C)c(C)c3c2=O)cc1OC	-1%	-30%	-7%	1	-8%	-4%	31%	1%	12%
Cc1cccc(NC(=O)C[n+]2ccc(N(C)C)cc2)c1	-3%	10%	-2%	-2	-7%	3%	32%	4%	17%
COc1ccc(-c2n[nH]c3c2C(c2ccc(OC)c(OC)c2)N(c2ccccc2)C3=O)cc1 (stereo not drawn)	-29%	19%[59 µM]	0%	0	-26%	-1%	28%	-18%	-27%

A portion of the library (hit frequency here may not be typical).
